Screening data as filed in PubChem.
HttQ103 aggreg: reduces HttQ103-GFP aggregates in PC12 cells; PC12 HttQ103-GFP aggregates, Acumen cytometry, 40 h; Potency, µM (series often up to 46.1 µM), without a hit: at the highest dose activity change, negative = inhibition, hits mostly inhibitors; 220,000 tested, 1.1% active; note: % is set by controls: 0 for no effect and ±100 for the full control effect; nearly all actives have a fitted effect of over 60% in size
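Steps: seed 1500 PC12 HTTQ103-GFP cells/well; add tebufenozide, 100 nM final; add compound titration; add ATPLite reagent; quantify GFP aggregates by laser scanning cytometry.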
GAA glycogen: inhibitors or activators of human alpha-glucosidase glycogen cleavage. recombinant GAA, glycogen substrate, Amplex Red glucose oxidase fluorescence. P10253. Potency, µM (series often up to 76.4 µM), for the others: at the highest dose activity change, negative = inhibition, most hits filed as inhibitors. 300,000 tested, 0.38% active;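 note: 0% = full enzyme reaction and -100% = no-enzyme basal signal; the screen sought inhibitors and activators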
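Recombinant human enzyme (4 nM); glycogen substrate; 37 C, 40 min, pH 5.0. Readout: coupled glucose oxidase/Amplex Red fluorescence.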
GoLoco inh red: inhibitors of human Gai1-RGS12 GoLoco interaction (red fluorophore). P63096. Gai1:RGS12 GoLoco peptide FP, rhodamine, 10 min. Potency, µM (series often up to 61.6 µM), for the others: at the top dose activity, negative = inhibition, most hits filed as inhibitors. 230,000 tested, 0.44% active. AID 880; active = well fitted inhibition curve with a large enough effect, not every such curve was filed as active; inactive = no such curve, though single readings can be large or run the other way; note: % is set by controls: 0 for no effect and ±100 for the full control effect; nearly all actives have a fitted effect of over 30% in size; many of its hits are not listed in these tables
Target sequence (P63096 whole entry, looked up): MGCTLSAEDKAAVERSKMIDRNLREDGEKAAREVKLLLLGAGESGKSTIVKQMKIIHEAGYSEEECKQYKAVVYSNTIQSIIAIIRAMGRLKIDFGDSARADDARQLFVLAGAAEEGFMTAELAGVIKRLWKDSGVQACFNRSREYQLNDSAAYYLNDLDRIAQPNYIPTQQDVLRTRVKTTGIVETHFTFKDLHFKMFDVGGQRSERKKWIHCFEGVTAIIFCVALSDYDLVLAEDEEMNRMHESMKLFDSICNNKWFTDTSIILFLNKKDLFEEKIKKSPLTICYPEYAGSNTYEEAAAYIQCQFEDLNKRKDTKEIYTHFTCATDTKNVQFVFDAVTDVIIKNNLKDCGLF
GAA spleen mod: inhibitors or activators of human alpha-glucosidase in spleen homogenate; Potency, µM (top dose mostly 79.9 µM), inactives show at the highest dose activity change, negative = inhibition, actives largely listed as inhibitors; human spleen homogenate, 4-MU-alpha-glucoside fluorescence; P10253; 240,000 tested, 0.006% active;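 note: 0% = enzyme with vehicle and -100% = no enzyme basal signal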
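Compounds were titrated against alpha-glucosidase in spleen homogenate at pH 5.0, with 1 mM 4-methylumbelliferyl substrate for 40 min at 37 C. Reactions were quenched with pH 10 NaOH/glycine and fluorescence measured.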
IMPase Li inh: cell-permeable IMPase inhibitors with lithium potentiation. CHO-M1 cells, IP1 TR-FRET (IP-One), carbachol + lithium. 210,000 tested, 0.35% active. Potency, µM (series often up to 59.4 µM), for the others: at the highest dose activity, negative = IMPase inhibition, actives largely listed as inhibitors;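 note: IP1 builds up when IMPase is blocked and the TR-FRET signal falls; plate controls were basal vehicle for no effect and high inhibitor control for full effect; nearly all actives have a fitted effect of over 50% in size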
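Lithium-sensitised IP1 accumulation assay; M1-expressing CHO cells treated 30 min at 37C with compound. Competitive antibody detection by time-resolved FRET followed a 10 min room-temperature lysis step.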
HTT cytoprotect: Huntington cell model cytoprotection by ATP luminescence; 230,000 tested, 0.14% active; Potency, µM (highest dose often 56.4 µM), inactives show cytoprotection (ATP increase), actives largely listed as activators; PC12 HTT-Q103 induced, cytoprotection, ATP luminescence, 40 h; AID 1471;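 note: % of control where 0% means no effect; nearly all actives have a fitted effect of over 45% in size; toxic huntingtin expression switched on by the ecdysone agonist tebufenozide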
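ATP quantification (ATPlite) reports survival of PC12 cells in which tebufenozide, 100 nM final, switches on Htt exon 1 with 103 glutamines linked to GFP; compounds are titrated.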
GAA inhib: blocks human lysosomal alpha-glucosidase. Potency, µM (series often up to 76.9 µM), inactives show at the top dose activity change, negative = inhibition, most hits filed as inhibitors. purified human GAA, 4-MU-alpha-glucoside fluorescence. 200,000 tested, 0.005% active. P10253;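 note: plate controls were uninhibited enzyme wells for no effect and no-enzyme background for full effect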
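Human enzyme at 4 nM with 400 uM 4-methylumbelliferyl-alpha-D-pyranoside, citrate/phosphate buffer pH 5.0, 0.005% Tween-20, 20 min at room temperature. Compounds up to 77 uM. 4-MU fluorescence (Ex 365/Em 440) read after NaOH/glycine stop; AC50 from Hill fit.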
Numbers without * were called inactive; ? = inconclusive; . = not tested or not shown; [ ] = another dose, or the depositor's remark. Unless noted, calls come from the whole dose curve; as a rule, active = well fitted curve in the direction sought with a large enough effect; inconclusive = small, poorly fitted or top-dose-only effect, or another doubt; inactive = no such curve, though single readings can be large; an effect the other way counts as inactive or inconclusive. Potency is the fitted concentration of half-maximal effect. These rows are one share of the data; rates above refer to the full screens.

SMILES	HttQ103 aggreg	GAA glycogen	GoLoco inh red	GAA spleen mod	IMPase Li inh	HTT cytoprotect	GAA inhib
Nc1cc(-c2ccco2)no1	30%	-5%	11%	6%	-10%[38.3 µM]	2%[10 µM]	1%
CCOc1ccc(C(=O)NC2CCN(S(=O)(=O)CC)CC2)cc1	11%	-2%	-1%	-2%	-17%[38.3 µM]	3%	-3%
O=S(=O)(NC1CC2CCC1C2)c1ccc2c(c1)OCCO2 (configuration not stated)	-1%	-10%	-4%	-5%	-18%[38.3 µM]	-4%	-6%
CCCC(=O)NC(c1ccc(OCC)cc1)c1ccc(OC)c(OC)c1 (configuration not stated)	-1%[9.22 µM]	1%	1%	-5%	.	-8%[10 µM]	.
Cc1ccc(Cn2nc(C)c(NC(=O)c3noc4c3CCCCC4)c2C)cc1	11%	-1%	7%	-2%	43%[activator][38.3 µM]	-20%	?
CCOC(=O)c1ccc(NC(=O)C2CCCO2)cc1 (configuration not stated)	2%	11%	-1%	0%	-3%[38.3 µM]	-12%	-2%
CCn1nnc(NC(=O)COc2ccc(C3CCCCC3)cc2)n1	5%	-3%	11%	0%	22%[38.3 µM]	-18%	-2%
CC(=O)Nc1sc(N)nc1-c1ccccc1	-1%	-22%	-17%	-12%	2%[38.3 µM]	-19%	?
O=C(O)c1ccc(CSc2nc(-c3ccccc3)cc(C(F)(F)F)n2)cc1	23%	-7%	9%	6%	3%	37%[10 µM]	-3%
O=C(O)C(Sc1ccncn1)c1ccccc1 (configuration not stated)	-10%	3%	5%	6%	0%	-5%	5%
O=S(=O)(NC1=NCCC1)c1cccc(NS(=O)(=O)c2ccc(OC(F)(F)F)cc2)c1	10%	7%	6%	-15%	0%	13%[10 µM]	-8%
COc1ccc(-c2cc(C(F)(F)F)c3c(n2)sc2c(O)cc(=O)[nH]c23)c(OC)c1	-29%	-8%	171%[activator]	-5%	-23%	-19%[10 µM]	-8%
O=C(O)COc1c(-c2ccc(Cl)cc2)oc2ccccc2c1=O	8%	1%	7%	-4%	-1%	-29%	-22%
CC(=O)c1cccc(NC(=O)c2ccc(N(Cc3ccccc3)S(C)(=O)=O)cc2)c1	10%	-3%	-7%	1%	21%[38.3 µM]	-8%	-8%
Cc1nc(NC(=O)CC(C)C)sc1-c1csc(Nc2ccc(Cl)cc2Cl)n1	9%	?	36%[activator]	-11%	24%[38.3 µM]	-82%[inhibitor]	-15%
CCOc1ccc(N(CC(=O)Nc2ccc(OC)cc2)S(=O)(=O)c2c(C)[nH]c(=O)[nH]c2=O)cc1	-30%	-1%	1%	3%	1%	-13%	-2%
O=[N+]([O-])c1ccc2c(c1)OCCOCCOCCOCCOCCOCCO2	-1%	1%	-17%	-2%	-6%	16%[10 µM]	8%
CCN=C1SC(C(=O)Nc2cc(Cl)cc(Cl)c2)CC(=O)N1CC (configuration not stated)	6%[9.22 µM]	6%	3%	-4%	-3%	2%[10 µM]	10%
COc1ccc(CNC(=O)Cn2nnc(-c3ccc(NC(=O)C4CCCCC4)cc3)n2)cc1	4%	-6%	7%	-4%	-5%	17%[10 µM]	2%
OC[C@@H](O)[C@@H](O)[C@@H](O)[C@@H](O)c1nc2ccc(Cl)cc2[nH]1	.	.	-10%[14.2 µM]	.	5%	1%[10 µM]	.
COc1cccc(/C=N/Nc2nc(-c3cccnc3)nc3ccccc23)c1	-3%[9.22 µM]	-12%	15%	5%	.	6%[10 µM]	.
Cc1cccc(-n2ncc3c(NCCCN4CCCC4=O)ncnc32)c1	-12%	-4%	11%	-6%	6%[38.3 µM]	-10%	2%
COc1cc(NC(=S)NC(=O)c2ccccc2C)ccc1NC(=O)c1cccs1	-1%	-6%	16%	0%	2%	0%[10 µM]	0%
CCCCCCCCCCCCCCCCCCc1ccc(C(=O)/C=C/C(=O)O)cc1	.	.	11%	1%	-4%	4%	.
CCCS(=O)(=O)N1CCN(C2CCC(C)CC2)CC1 (configuration not stated)	.	7%	-3%	-1%	-1%	.	7%
COC(=O)c1cc(=O)n(Cc2ccc3c(c2)OCO3)c(=Nc2ccccc2)s1	?	-1%	1%	-7%	27%[38.3 µM]	0%	-16%
Fc1ccc(OCc2nn3cnnc3s2)cc1	-8%	-2%	-6%	-11%	18%[38.3 µM]	-5%[0.074 µM]	12%
Cc1ccc(Nc2cc(C)c3ccc(O)cc3n2)cc1C	18%[9.22 µM]	-2%	0%	3%	.	12%[10 µM]	.
Cc1ccc(/C=N/N2CCN(Cc3cccc4ccccc34)CC2)s1	1%	0%	-1%	-4%	-18%[38.3 µM]	8%	5%
Cc1ccc(C(=O)Oc2cccc(NC(=O)c3cccs3)c2)cc1S(=O)(=O)N1CCOCC1	-2%[9.22 µM]	0%	4%	5%	27%[38.3 µM]	0%	-6%
COc1cc(C2CC(=O)NC(SCC(=O)Nc3ccccc3C)=C2C#N)ccc1O (configuration not stated)	0%	-27%	5%	-20%	-1%[38.3 µM]	-1%	-5%
Cc1cc(N2CCN(S(=O)(=O)c3ccc(Cl)c(Cl)c3)CC2)c2ccccc2n1	-2%	3%	-14%	3%	-15%	-36%[inhibitor]	6%
CCOC(=O)C1=C(C)OC(N)=C(C#N)C1c1cc2c(cc1Br)OCO2 (configuration not stated)	20%	-25%	24%	-8%	-9%[38.3 µM]	5%[10 µM]	-11%
O=C(Cc1csc(N2CCOCC2)n1)N/N=C/c1ccc(O)c(O)c1O	-5%	?	2%	-6%	22%	-23%	5%
Cc1cccc(NC(=O)C2CCN(c3nc(C)cc(C)n3)CC2)c1	-4%	-1%	-4%	10%	-3%[38.3 µM]	4%	-4%
CCOC(=O)CNC(=O)c1sc(NC(=O)c2cccc(F)c2)nc1C	9%	7%	24%	5%	31%[38.3 µM]	0%	2%
Cc1ncc(S(=O)(=O)c2ccc(Cl)cc2)c(-c2ccccc2)n1	-3%	12%	-8%	-2%	24%[38.3 µM]	0%	5%
Cn1cc(CN2CCCC(CO)C2)c(-c2ccc(Oc3ccccc3)cc2)n1 (configuration not stated)	3%[9.22 µM]	-1%	7%	6%	8%	2%[10 µM]	4%
CCOc1ccc(/C(CC)=N/NC(=O)C2(C)CC2(Br)Br)cc1 (configuration not stated)	2%	4%	0%	0%	14%	8%[10 µM]	-12%
CCOC(=O)c1ccc(N2C(=O)C(CC(N)=O)N(CCc3ccc(OC)c(OC)c3)C2=S)cc1 (configuration not stated)	21%	-25%	-8%	-15%	1%	27%	-2%[15.4 µM]
CCOC(=O)CC1C(=O)NCCN1C(=O)Nc1ccc(Cl)cc1 (configuration not stated)	28%	-3%	7%	0%	-4%[38.3 µM]	-9%	-12%
Cn1c(CO)cnc1SCC(=O)c1ccc(Br)cc1	-7%	-7%	-6%	-15%	8%	-23%	3%
Cc1cc(C)c2sc(C)[n+](CCCS(=O)(=O)[O-])c2c1	31%[9.22 µM]	4%	122%[activator]	1%	7%	21%[10 µM]	15%
O=C(NNc1c(Cl)cc(Cl)cc1Cl)c1n[nH]c(=O)c2ccccc12	17%[9.22 µM]	-1%	-3%	-3%	.	10%[10 µM]	.
Oc1ccc(N2CCN(C(c3ccccn3)c3nnnn3C3CCCC3)CC2)cc1 (configuration not stated)	-9%	?	-17%	7%	8%	6%[10 µM]	-1%
O=C(OCC(=O)c1ccc(S(=O)(=O)N2CCCC2)cc1)C1=COCCO1	5%	-1%	1%	-1%	3%[38.3 µM]	-35%[0.074 µM]	-8%
C=CCOc1ccc2ccccc2c1CNCCCN1CCOCC1	0%	10%	15%	-2%	27%[38.3 µM]	10%	4%
O=C(O)C1CCC(Cn2c(SCc3cc(=O)n4cc(Cl)ccc4n3)nc3ccsc3c2=O)CC1 (configuration not stated)	-15%	1%	-2%	2%	-9%	-33%[inhibitor]	0%

Compound profiles, from the list above:
Profile of Cc1ncc(S(=O)(=O)c2ccc(Cl)cc2)c(-c2ccccc2)n1 → HttQ103 aggreg: -3%; GAA glycogen: 12%; GoLoco inh red: -8%; GAA spleen mod: -2%; IMPase Li inh: 24%[38.3 µM]; HTT cytoprotect: 0%; GAA inhib: 5%
Profile of Cn1c(CO)cnc1SCC(=O)c1ccc(Br)cc1 → HttQ103 aggreg: -7%; GAA glycogen: -7%; GoLoco inh red: -6%; GAA spleen mod: -15%; IMPase Li inh: 8%; HTT cytoprotect: -23%; GAA inhib: 3%

Going on with the list:
SMILES	HttQ103 aggreg	GAA glycogen	GoLoco inh red	GAA spleen mod	IMPase Li inh	HTT cytoprotect	GAA inhib
COc1ccc(-c2nc(N)ncc2-c2csc(C)n2)c(O)c1OC	1%	0%	1%	-17%	-3%	-15%	-3%
Cc1no[n+]([O-])c1COc1ccccc1/C=C1\NC(=S)NC1=O	5%	-3%	185%	0%	22%[38.3 µM]	24%[10 µM]	6%
Cc1nc(C)c(C(=O)NNS(=O)(=O)c2ccccc2)s1	7%	?	7%	5%	4%	-31%[10 µM]	3%
COC(=O)CSc1nnc(CCc2nc3ccccc3[nH]2)n1C	2%	0%	3%	-11%	-6%	-8%[10 µM]	1%
Nc1ccc2nc(-c3ccccc3)sc2c1	-6%	0%	-1%	25%	11µM*	-113%[inhibitor]	?
CCOC(=O)c1nc(Nc2ccc(Nc3ccccc3)cc2)c2ccccc2n1	-2%	?	1%	3%	18%	-19%	9%
COc1ccc(C(=O)Nc2cc(C)nn2-c2nc3ccccc3[nH]2)c(OC)c1	-4%	-9%	3%	-2%	11%	-85%[inhibitor]	-1%
CN(NC(=O)c1ccccc1F)c1ccc([N+](=O)[O-])cn1	7%[9.22 µM]	4%	-1%	0%	.	18%[10 µM]	.
O=c1c2cc(Br)cc(Br)c2oc2nc3n(c(=O)c12)CCCS3	7%[9.22 µM]	5%	13%	-1%	5%[38.3 µM]	3%	1%
Nc1ccccc1SC1CC(=O)N(c2ccccc2Cl)C1=O (configuration not stated)	-8%[9.22 µM]	2%	11%	5%	.	-1%[10 µM]	-2%
CCOC(=O)C(=O)Nc1cc(C)nn1-c1nc2ccccc2[nH]1	-13%[9.22 µM]	6%	12%	-9%	.	-6%[10 µM]	-8%[15.4 µM]
COc1ccc(C(C(O)C(=O)c2c[nH]c3ccccc23)N2CCN(c3ccccc3)CC2)cc1 (configuration not stated)	?	-7%	4%	5%	9%	6%[10 µM]	-7%
O=c1c2ccccc2ncn1-c1ccccc1F	13%[9.22 µM]	-3%	8%	0%	5%	-1%[10 µM]	10%

Three neighbouring records out of the list so far, quoted:
SMILES	HttQ103 aggreg	GAA glycogen	GoLoco inh red	GAA spleen mod	IMPase Li inh	HTT cytoprotect	GAA inhib
COc1ccc(-c2nc(N)ncc2-c2csc(C)n2)c(O)c1OC	1%	0%	1%	-17%	-3%	-15%	-3%
Cc1no[n+]([O-])c1COc1ccccc1/C=C1\NC(=S)NC1=O	5%	-3%	185%	0%	22%[38.3 µM]	24%[10 µM]	6%
Cc1nc(C)c(C(=O)NNS(=O)(=O)c2ccccc2)s1	7%	?	7%	5%	4%	-31%[10 µM]	3%
